KDM4E inh = inhibitors of human JMJD2E histone demethylase | B2RXH2 | JMJD2E catalytic domain, FDH-coupled NADH fluorescence (FDH is formaldehyde dehydrogenase) | Potency, µM (doses to about 57.1 µM), for the others: at the top dose activity change, negative = inhibition, most hits filed as inhibitors | hit rate 1.6% among 230,000; active = well fitted inhibition curve with a large enough effect, not every such curve was filed as active; inconclusive = small, poorly fitted or top-dose-only effect, or another doubt; inactive = no such curve, though single readings can be large or run the other way;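 note: 0% = wells with enzyme and -100% = buffer wells without enzyme; nearly all actives have a fitted effect of over 50% in size; many of its hits are not listed in these tables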
ALDH1A1 block = blocks purified human ALDH1A1 activity. P00352. Purified ALDH1A1, NADH fluorescence, propionaldehyde substrate. Potency, µM (titrated, usually from 75.3 µM), for inactives: at the top dose activity, negative = inhibition, actives largely listed as inhibitors. hit rate 7.3% among 220,000. AID 1030; active = well fitted inhibition curve with a large enough effect, not every such curve was filed as active; inconclusive = small, poorly fitted or top-dose-only effect, or another doubt; inactive = no such curve, though single readings can be large or run the other way;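 note: plate controls were no enzyme wells and a reference inhibitor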
Target sequence (P00352 whole entry, looked up): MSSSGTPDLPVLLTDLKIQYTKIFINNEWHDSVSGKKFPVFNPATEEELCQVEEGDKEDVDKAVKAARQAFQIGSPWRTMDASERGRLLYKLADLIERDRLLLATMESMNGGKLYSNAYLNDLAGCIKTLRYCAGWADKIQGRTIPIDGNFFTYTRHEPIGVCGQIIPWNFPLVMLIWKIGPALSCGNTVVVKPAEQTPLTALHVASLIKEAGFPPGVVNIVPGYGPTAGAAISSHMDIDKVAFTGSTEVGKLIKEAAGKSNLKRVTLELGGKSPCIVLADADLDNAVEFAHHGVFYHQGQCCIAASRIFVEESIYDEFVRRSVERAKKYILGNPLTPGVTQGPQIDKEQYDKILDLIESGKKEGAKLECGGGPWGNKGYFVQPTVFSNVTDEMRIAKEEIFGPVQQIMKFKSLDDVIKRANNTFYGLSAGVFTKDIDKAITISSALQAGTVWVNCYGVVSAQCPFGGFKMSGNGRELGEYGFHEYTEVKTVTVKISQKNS
RGS12 GoLoco inh = RGS12 GoLoco-Gai1 interaction inhibition; P63096; Gai1:RGS12 GoLoco peptide FP, rhodamine, 10 min; Potency, µM (top dose mostly 61.6 µM), for the others: at the top dose activity, negative = inhibition, most hits filed as inhibitors; hit rate 0.44% among 230,000; AID 880; active = well fitted inhibition curve with a large enough effect, not every such curve was filed as active; inactive = no such curve, though single readings can be large or run the other way; note: % is set by controls: 0 for no effect and ±100 for the full control effect; nearly all actives have a fitted effect of over 30% in size; many of its hits are not listed in these tables
RECQ1 inh = inhibitors of human RECQ1 DNA helicase. hit rate 0.54% among 240,000. Potency, µM (highest dose often 57.3 µM), inactives show at the highest dose activity, negative = inhibition, actives largely listed as inhibitors. RECQ1 DNA unwinding, red fluorescence kinetic read. P46063;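 note: plate controls were vehicle for no effect and no enzyme for full effect; nearly all actives have a fitted effect of over 30% in size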
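RECQ1T1 50 nM; forked duplex (20 bp + 30-nt ss tails) 200 nM, ATP 2 mM final; pH 8.0, 2 mM MgCl2, 2.5 ug/ml poly(dI-dC); 15 min compound preincubation; discontinuous kinetic read over 2 h at RT.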
Lamin A splicing = LMNA splicing modulation; Potency, µM (series often up to 46.1 µM), for inactives: top-dose ratio change, negative = inhibition, hits mostly inhibitors; hit rate 0.01% among 200,000; AID 1487; HeLa LMNA splicing GFP/RFP minigene ratio, 48 h; active = well fitted inhibition curve with a large enough effect in the signal ratio, with a control signal flat, not every such curve was filed as active; inconclusive = small, poorly fitted or top-dose-only effect, or effect the other way, or a change in a side signal; the % refers to the signal ratio; note: % is set by controls: 0 for no effect and ±100 for the full control effect
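S3 HeLa cells stably expressing lamin A-EGFP splicing minigene plus DsRed2, 600 cells/well, 48 h compound exposure at 37C. Laser-scanning cytometry; analysed as GFP (500-530 nm)/RFP (575-640 nm) total intensity ratio; 0.5% DMSO vehicle.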
TR SRC2 fluor cs = alters Texas Red total fluorescence, flagging assay interference | TRb/SRC2 Texas Red total fluorescence interference | hit rate 0.29% among 280,000 | Potency, µM (series often up to 106 µM), for inactives: top-dose fluorescence change, negative = quenching | AID 1479; active = well fitted curve in either direction with a large enough effect; inconclusive = small, poorly fitted or top-dose-only effect; note: % is set by controls: 0 for no effect and ±100 for the full control effect
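Human TRb ligand-binding domain at 0.6 uM with 20 nM Texas Red SRC2 peptide in Tris buffer containing 1 uM T3 and 5% DMSO, incubated with compound 5 h at ambient temperature. Total fluorescence (555/632 nm) calculated as parallel + 2 × perpendicular.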
SMN2 splice enh = SMN2 splice variant enhancement. HEK293 SMN2-luciferase splicing reporter, luminescence, 30-36 h. Potency, µM (titrated, usually from 46.1 µM), inactives show at the top dose activity change, positive = activation, usual class: activators. hit rate 2.8% among 210,000; note: % of control where 0% means no effect; nearly all actives have a fitted effect of over 55% in size
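HEK293 cells carry an SMN2 minigene-luciferase reporter in which exon 7 inclusion puts luciferase in frame. Cells were seeded at 2000 cells/well, attached for 10-12 hours, then exposed to compounds for 30-36 hours at 37C before ONE-Glo luminescence.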
TRb-SRC2 inh = disrupts binding of human TR beta to SRC2. P10828. TRbeta-SRC2 peptide binding, fluorescence polarization; receptor liganded with 1 µM T3. Potency, µM (top dose mostly 106 µM), for the others: at the top dose activity change, negative = inhibition, hits mostly inhibitors. hit rate 0.065% among 280,000. AID 1469;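 note: plate controls were bound peptide for no effect and peptide without receptor for full effect; nearly all actives have a fitted effect of over 50% in size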
Target sequence (P10828 whole entry, looked up): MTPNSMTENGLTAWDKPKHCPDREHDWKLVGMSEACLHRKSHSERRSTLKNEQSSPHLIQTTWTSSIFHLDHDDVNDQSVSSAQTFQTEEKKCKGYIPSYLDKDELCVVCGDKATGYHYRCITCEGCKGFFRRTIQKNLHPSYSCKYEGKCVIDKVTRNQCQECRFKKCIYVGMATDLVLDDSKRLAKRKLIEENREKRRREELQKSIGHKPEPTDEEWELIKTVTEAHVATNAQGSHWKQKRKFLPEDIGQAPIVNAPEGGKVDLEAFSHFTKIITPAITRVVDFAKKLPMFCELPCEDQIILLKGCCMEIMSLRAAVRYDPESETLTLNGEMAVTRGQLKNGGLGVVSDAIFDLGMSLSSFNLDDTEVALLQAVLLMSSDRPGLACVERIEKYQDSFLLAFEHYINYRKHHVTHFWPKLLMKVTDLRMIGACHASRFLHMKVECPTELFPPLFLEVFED
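Read-out is fluorescence polarization (555 nm excitation, 632 nm emission) of a Texas Red SRC2 coactivator peptide; loss of signal reflects blocked binding to human TRb ligand-binding domain in the presence of 1 uM T3.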
* hit, by the source's call; i = inactive; u = inconclusive; x = not tested or not shown; [ ] = remark or other dose. Unless noted, calls come from the whole dose curve; as a rule, active = well fitted curve in the direction sought with a large enough effect; inconclusive = small, poorly fitted or top-dose-only effect, or another doubt; inactive = no such curve, though single readings can be large; an effect the other way counts as inactive or inconclusive. Potency is the fitted concentration of half-maximal effect. These rows are one share of the data; rates above refer to the full screens.

SMILES	KDM4E inh	ALDH1A1 block	RGS12 GoLoco inh	RECQ1 inh	Lamin A splicing	TR SRC2 fluor cs	SMN2 splice enh	TRb-SRC2 inh
COC(=O)c1ccc(CSc2ncnc3ccccc23)o1	1%	5%	0%	-6%	u	0%	14%	0%
CCCCOc1ccc(Cc2c(COCC)[nH]c(=S)[nH]c2=O)cc1	-1%	-1%	17%	-4%	2%[46 µM]	-1%	x	2%
CCCc1cc(=O)[nH]c(SCC(=O)N2CCN(S(=O)(=O)c3ccc(C)cc3)C2)n1	0%	-11%	-16%	-2%	-3%	0%	-13%	0%
COC(=O)c1sc2ccccc2c1N	u	u	2%	-7%	-18%	0%	17%	-15%
COC(=O)CSc1snnc1-c1ccc(Cl)cc1Cl	5%	7%	5%	-12%	-5%	-3%	5%	2%
COc1ccccc1NC(=O)c1nn(-c2ccccc2)ccc1=O	-1%	-6%	3%	-13%	-13%	-4%	-5%	-4%
Cc1cc(CNC(=O)COc2ccc(F)cc2Cl)cc(C)c1O	-8%	-14%	-1%	i	x	-4%	-5%	4%
Cn1cccc1C(=O)N1CCC2(CC1)CN(C(=O)Nc1cccc(F)c1)C2	x	6%	19%	i	x	x	-15%	x
CCOC(=O)N1CCN(CC(=O)Nc2ccc(C)c(Br)c2)CC1	u	u	-2%	-7%	u	-4%	-9%	3%
CCOC(=O)c1ccc2nc(NC(NC(C)=O)(C(=O)OC)C(F)(F)F)sc2c1 (configuration not stated)	-22%	-5%	7%	-3%	12%	2%	-10%	-12%
Cc1cccc(NC(=O)CC(C)(C)C)c1	-5%	-2%	8%	-2%	-4%	-2%	x	-11%
C[C@@]12CC[C@@H]3c4ccc(O)cc4C[C@H](CCCCCCCCCS(=O)CCCC(F)(F)C(F)(F)F)[C@H]3[C@@H]1CC[C@@H]2O (some centres not stated)	11%	-4%	7%	-3%	x	-2%	x	1%
COC(=O)c1cc(NC(=O)C2(S(=O)(=O)c3ccc(C)cc3)CC2)cc(C(=O)OC)c1	-5%	4%	-1%	-1%	-6%	2%	-1%	7%
CCOC(=O)c1sc2nc3c(SCC(=O)O)cc(C(=O)c4ccccc4O)cn3c(=O)c2c1C	u	1%	11%	-12%	u	0%	19%	-3%
[N-]=C=C1C(=S)NC(=O)[C@H]([n+]2ccccc2)[C@H]1c1ccc(Cl)cc1	u	14µM*	-30%	32µM*	x	-25%	x	9%
COc1ccc(C2=C/C(=C/c3cccnc3)C(=O)O2)cc1OC	-18%	-3%	6%	i	-9%	-1%	u	8%
CC(=O)NC(c1ccccc1)c1nc2ccccc2[nH]1 (configuration not stated)	1%	2%	1%	-6%	0%	-10%	-2%	-5%
Clc1ccc(-n2ncc3c(NCCCn4ccnc4)ncnc32)cc1	u	-3%	8%	-13%	9%	-6%	22%	3%
COc1c[nH]n(C2CCCCC2)c(=O)c1=O	u	3%	x	-7%	1%	2%	x	2%
O=C(CN(CC1CCCO1)C(=O)CNS(=O)(=O)c1ccc(Cl)cc1)NCCc1ccccc1 (configuration not stated)	9%	-8%	5%	0%	3%	0%	-2%	1%
CCCCCCc1cc2cc(-c3nnc(-c4ccccc4)o3)c(=O)oc2cc1O	u	u	28%	i	-3%	1%	-63%[inhibitor]	3%
COc1ccc(NC(=O)Nc2nc(C)cc(C)n2)c(OC)c1	2%	x	-1%	-2%	x	0%	x	-4%
O=C(NC(=S)N1CCCCCC1)C1CC1	-7%	u	0%	-5%	9%	-3%	-5%	-10%
CS(=O)(=O)N(CC(=O)NCC1CCCO1)c1cccc([N+](=O)[O-])c1 (configuration not stated)	2%	11%	5%	i	x	1%	4%	-2%
CS(=O)(=O)c1ccc(CNC(=O)[C@@H]2C[C@H]2[C@@H](NP(=O)(c2ccccc2)c2ccccc2)c2ccccc2)cc1	-20%	-8%	-8%	12%	x	0%	1%	9%

Exported with values under each structure: 16 of the compounds above.
The line under a structure holds: KDM4E inh	ALDH1A1 block	RGS12 GoLoco inh	RECQ1 inh	Lamin A splicing	TR SRC2 fluor cs	SMN2 splice enh	TRb-SRC2 inh
CCOC(=O)c1ccc2nc(NC(NC(C)=O)(C(=O)OC)C(F)(F)F)sc2c1 (configuration not stated)
    -22%	-5%	7%	-3%	12%	2%	-10%	-12%
Cc1cccc(NC(=O)CC(C)(C)C)c1
    -5%	-2%	8%	-2%	-4%	-2%	x	-11%
C[C@@]12CC[C@@H]3c4ccc(O)cc4C[C@H](CCCCCCCCCS(=O)CCCC(F)(F)C(F)(F)F)[C@H]3[C@@H]1CC[C@@H]2O (some centres not stated)
    11%	-4%	7%	-3%	x	-2%	x	1%
COC(=O)c1cc(NC(=O)C2(S(=O)(=O)c3ccc(C)cc3)CC2)cc(C(=O)OC)c1
    -5%	4%	-1%	-1%	-6%	2%	-1%	7%
CCOC(=O)c1sc2nc3c(SCC(=O)O)cc(C(=O)c4ccccc4O)cn3c(=O)c2c1C
    u	1%	11%	-12%	u	0%	19%	-3%
[N-]=C=C1C(=S)NC(=O)[C@H]([n+]2ccccc2)[C@H]1c1ccc(Cl)cc1
    u	14µM*	-30%	32µM*	x	-25%	x	9%
COc1ccc(C2=C/C(=C/c3cccnc3)C(=O)O2)cc1OC
    -18%	-3%	6%	i	-9%	-1%	u	8%
CC(=O)NC(c1ccccc1)c1nc2ccccc2[nH]1 (configuration not stated)
    1%	2%	1%	-6%	0%	-10%	-2%	-5%
Clc1ccc(-n2ncc3c(NCCCn4ccnc4)ncnc32)cc1
    u	-3%	8%	-13%	9%	-6%	22%	3%
COc1c[nH]n(C2CCCCC2)c(=O)c1=O
    u	3%	x	-7%	1%	2%	x	2%
O=C(CN(CC1CCCO1)C(=O)CNS(=O)(=O)c1ccc(Cl)cc1)NCCc1ccccc1 (configuration not stated)
    9%	-8%	5%	0%	3%	0%	-2%	1%
CCCCCCc1cc2cc(-c3nnc(-c4ccccc4)o3)c(=O)oc2cc1O
    u	u	28%	i	-3%	1%	-63%[inhibitor]	3%
COc1ccc(NC(=O)Nc2nc(C)cc(C)n2)c(OC)c1
    2%	x	-1%	-2%	x	0%	x	-4%
O=C(NC(=S)N1CCCCCC1)C1CC1
    -7%	u	0%	-5%	9%	-3%	-5%	-10%
CS(=O)(=O)N(CC(=O)NCC1CCCO1)c1cccc([N+](=O)[O-])c1 (configuration not stated)
    2%	11%	5%	i	x	1%	4%	-2%
CS(=O)(=O)c1ccc(CNC(=O)[C@@H]2C[C@H]2[C@@H](NP(=O)(c2ccccc2)c2ccccc2)c2ccccc2)cc1
    -20%	-8%	-8%	12%	x	0%	1%	9%

Next part.
SMILES	KDM4E inh	ALDH1A1 block	RGS12 GoLoco inh	RECQ1 inh	Lamin A splicing	TR SRC2 fluor cs	SMN2 splice enh	TRb-SRC2 inh
COc1ccc(CCNC(=O)C2CCCN(c3nc(C)cc(C)n3)C2)cc1 (configuration not stated)	u	-5%	8%	i	x	1%	-1%	3%
CCOC(=O)[C@H](N)/C=C(\C)CP(=O)(O)O	3%	0%	-2%	0%	x	2%	x	-4%
CCc1ccc(/C=C/C(=O)C2C(=O)c3ccccc3C2=O)cc1	u	13%	-4%	10%	u	-3%	u	2%
O=C(CSc1nnc(-c2cccnc2)n1Cc1ccco1)Nc1nc(-c2ccc(F)cc2)cs1	7%	-2%	5%	-13%	u	5%	-53%[inhibitor]	7%
CCN1C(=O)N[C@@H](c2cccs2)C(C(C)=O)=C1C	2%[11.4 µM]	-6%[13.5 µM]	-1%[14.2 µM]	-9%[11.5 µM]	-1%[9.22 µM]	-2%[11.2 µM]	3%[9.22 µM]	6%[11.2 µM]
CCCc1nc2ccccc2c(=O)n1/N=C/c1c(C)[nH]n(-c2ccc(C)cc2)c1=O	u	-7%	6%	-20%	u	0%	-4%	-13%
COc1ccccc1/C=C/C(=O)OCC(=O)NCCC1=CCCCC1	-11%	13%	21%	i	-11%[46 µM]	-3%	-4%	-2%
CC1(C)C(=O)N(CCN2CCC(C(=O)c3ccc(F)cc3)CC2)c2ccccc21	5%	-3%	9%	-7%	u	-4%	-27%	5%
Cc1cc(C)cc(-n2c(SC(C)C(=O)NCc3ccc4c(c3)OCO4)nc3ccccc3c2=O)c1 (configuration not stated)	-5%	15%	0%	i	-8%	1%	-2%	10%
COc1ccc2[nH]cc(CCNC(=S)NCCc3ccccc3)c2c1	1%	-2%	6%	i	-22%[46 µM]	-5%	4%	2%
O=C(CSc1ccccc1)Nc1ccc(C(=O)Nc2ccc(O)cc2)cc1	1%	0%	-1%	-18%	x	-4%	x	5%
COc1ccc(NC(=S)N(CCc2c(C)[nH]c3ccccc23)Cc2cccnc2)cc1	11%	-5%	-2%	-2%	u	0%	-4%	-1%
Clc1cc2c(c(Cn3cnc4ccccc43)c1)OCOC2	3%	-1%	3%	-12%	-20%	-1%	2%	2%
Cc1ccc(NC(=O)COc2cccc(/C=C3\SC(=S)N(CCC(=O)O)C3=O)c2)cc1Cl	5%	x	10%	u	x	4%	x	2%
O=C(COn1nnc2ccccc21)N1CCN(Cc2ccccc2)CC1	0%	u	0%	-14%	3%[46 µM]	0%	29%	-2%
Cn1c(-c2cc3ccccc3oc2=O)nc2ccccc21	u	x	0%	-13%	x	3%	x	-2%
O=C(CSC1=NCCS1)N1CCOCC1	3%	0%	-2%	8%	4%	0%	-3%	-6%
COc1ccc(C2C(C(=O)c3cccs3)=C(O)C(=O)N2Cc2cccnc2)cc1OC (configuration not stated)	4%	10%	-4%	-14%	x	1%[53 µM]	x	6%[53 µM]
COc1ccc(-n2nnc3c(=O)n(Cc4cccc(C)c4)cnc32)cc1	-11%	-15%	-1%	-3%	13%	-3%	-14%	-17%
CCOC(=O)C1CCN(C(=O)Nc2ccc(Cl)cc2Cl)CC1	0%	10%	-6%	1%	4%	-1%	-9%	-2%
